# NS3 helicase inh – inhibitors of Hepatitis C virus NS3 helicase. NS3 helicase DNA unwinding, Cy5 molecular beacon fluorescence. inhibition, % at 10.9 µM. actives 0.56% (n = 290,000);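 active means inhibition above the mean of all tested compounds plus 3 SD, set per campaign, cut at about 35% in these data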;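 further: 0% = DMSO wells and 100% = thioflavine S control wells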
#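 Control set: DMSO versus 110 µM thioflavine S; Material: NS3 helicase fragment of HCV; Measured by: Cy5 fluorescence at 0 and 60 min, beacon hairpin quenching; Read-out basis: percent inhibition from t60/t0 fluorescence ratio; Times: reaction time 60 min, 25 °C; Repeats: single replicate; Compound dosing: single dose, 10.9 µM nominal final, DMSO 0.8% final.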
# SUMO HTRF inh – blocks human SUMOylation mediated by UBC9. HTRF SUMOylation assay, SAE1/SAE2 + UBC9, in vitro. inhibition, % at 35 µM. actives 0.36% (n = 290,000). AID 2006; in the data active means inhibition above about 50%, passing the limit was not always enough; further: strong numbers were not always called active
# Target sequence (P63279 whole entry, looked up): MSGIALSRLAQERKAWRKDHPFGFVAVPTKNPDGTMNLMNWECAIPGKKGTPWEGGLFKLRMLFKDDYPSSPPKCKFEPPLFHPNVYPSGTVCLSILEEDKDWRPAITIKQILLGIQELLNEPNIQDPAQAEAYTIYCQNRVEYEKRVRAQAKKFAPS
# MEKK2 WT-MEK5 – raises or lowers MEK5 binding to wildtype human MEKK2 PB1 domain; actives 1.1% (n = 290,000); AID 1531; bead flow cytometry, Alexa488-MEK5 binding to MEKK2 WT; actives lie on both sides; binding response (% of control), % at 10 µM; Q9Y2U5; in the data active means binding response below about 67% or above about 130%
# CRFR2-BP ag – agonists of human CRF-binding protein/CRF-R2 receptor complex; HEK293 CRF-R2/CRF-BP, calcium dye fluorescence (FLIPR); percent of saturating CRF peptide response; activation, % at 13.2 µM; actives 0.46% (n = 350,000);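 active means activation of at least 50%, plus an integration ratio under a set limit after plate pattern correction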;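 further: plate controls were neutral control wells without compound for no effect and CRF at EC100 for full effect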
# CRFBP-R2 block – CRF-BP/CRF-R2 complex antagonism; HEK293 CRF-R2/CRF-BP, CRF-induced calcium fluorescence; inhibition, % at 11.8 µM; actives 0.59% (n = 350,000);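 active means inhibition of the ligand-induced calcium signal above about 50% at the single tested concentration, limit read from the data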
# GalR3 antagonist – blocks the human galanin receptor 3; HEK293 GalR3-CNG cAMP membrane potential fluorescence; galR3 body fused to GalR1 C-terminus; inhibition, % at 3 µM; actives 0.44% (n = 360,000);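 active means inhibition above the screen-wide average plus 3 SD, cut at about 13% in these data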;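 further: forskolin and galanin both at EC90 stimulate the cells; cAMP rise reported by CNG channel membrane potential dye signal; 0% = forskolin plus galanin with DMSO and 100% = forskolin alone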
# Target sequence (O60755 1-299 limits assumed): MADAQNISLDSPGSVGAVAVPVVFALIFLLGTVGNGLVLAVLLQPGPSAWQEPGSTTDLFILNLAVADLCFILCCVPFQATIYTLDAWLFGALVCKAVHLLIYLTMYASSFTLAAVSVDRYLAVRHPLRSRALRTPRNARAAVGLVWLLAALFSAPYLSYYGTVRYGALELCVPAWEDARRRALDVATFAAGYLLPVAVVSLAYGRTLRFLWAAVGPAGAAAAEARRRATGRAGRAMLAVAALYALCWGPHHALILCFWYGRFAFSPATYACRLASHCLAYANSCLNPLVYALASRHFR
# DNA FID counter – displaces DNA intercalator in HCV helicase counter-screen; DNA fluorescent intercalator displacement, fluorescence; inhibition, % at 7.9 µM; actives 0.17% (n = 290,000); AID 1845; in the data active means inhibition above about 37%;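 further: 0% = vehicle and 100% = reference compound; higher means more ethidium bromide displaced from hairpin DNA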
# MEKK2 mut-MEK5 – signal of MEK5 binding to mutant human MEKK2 PB1 domain; bead flow cytometry, Alexa488-MEK5 binding to MEKK2 mutant; percent response, % at 10 µM; actives 0.35% (n = 290,000); in the data active means percent response above about 24%, passing the limit was not always enough; further: inactives centre near 1; some results filed as inactive read as strong as hits
# MEKK3 PB1 HTS – MEKK3-MEK5 PB1 interaction, increase or decrease | Q99759 | bead-based flow cytometry, Alexa488-MEK5 binding to MEKK3; actives lie on both sides; 0 = blocked by unlabeled MEK5, 100 = vehicle | actives 1.4% (n = 290,000) | binding response (% of control), % at 10 µM;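 active means binding response more than 3 SD above or below the average of its plate-row segment, actives on both sides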;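 further: Alexa488 bead fluorescence after subtracting the streptavidin-only scavenger bead signal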
# * hit, by the source's call; · = not tested or not shown; & = joins results of further samples. Some of the compounds tested. The share of hits here may be higher or lower than overall.
SMILES,NS3 helicase inh,SUMO HTRF inh,MEKK2 WT-MEK5,CRFR2-BP ag,CRFBP-R2 block,GalR3 antagonist,DNA FID counter,MEKK2 mut-MEK5,MEKK3 PB1 HTS
Cc1ccc(-n2c(O)c(/C=N/Nc3ccccc3)c(=O)[nH]c2=O)cc1C,8,25,94,5.2,-6,-1,-27,-8,90
O=C1CC(N2CCC(n3c(=O)[nH]c4ccccc43)CC2)C(=O)N1c1ccc(F)cc1 (configuration not stated),-3,-13,106,1.4,-4,11,-18,10,105
NCC(CC(=O)O)C1CCCCC1 (configuration not stated),1,2,98,6.5,-16,·,0,3,100
COc1cccc(N2CCN(Cc3cccc(Cl)c3)CC2)c1,-10,9,85,-1.2,-14,·,0,-5,69
Cn1nnc(CC[N+](C)(C)C)n1,7,8,107,1.5,24,-4,-4,11,107
O=C(Nc1ccc(Cl)cc1)N1CC2CC(C1)c1cccc(=O)n1C2 (configuration not stated),2,10,106,1.1,-3,-4,0,5,103
O=[N+]([O-])c1ccc(N2CCCC2)c(F)c1Br,4,-8,107,-2.6,8,-4,4,1,104
COC(=O)C(O)(c1ccc(NC(=O)c2ccccc2)cc1)C(F)(F)F (configuration not stated),0,-17,98,-2.5,-8,-6,-4,-1,101
Cc1nc2c(c(=O)[nH]1)C(c1ccccc1Cl)c1c(c3ccccc3oc1=O)O2 (configuration not stated),2,1,93,-0.1,-6,·,-2,-24,85
CN1CCN(C(=O)COc2ccc(S(=O)(=O)NCc3ccccc3)cc2Cl)CC1,-6,5,98,1.0,10,-6,6,2,95
O=C(O)c1cccc2c1NC(c1cccc([N+](=O)[O-])c1)C1CC(Sc3ccccc3[N+](=O)[O-])C(Cl)C21 (configuration not stated),29,·,82,0.1,19,-7,7,-3,92
O=C1CNC(c2ccccc2Cl)c2cc(Br)ccc2N1 (configuration not stated),3,8,106,-0.4,-14,-10,-9,8,104
Nc1c2c(nc3ccccc13)CCN(Cc1ccccc1)C2,-15,26,112,69*,-50,-9,10,4,105
CC(C)Oc1ccc(CC2(CCc3ccncc3)C(=O)NC(=O)NC2=O)cc1,0,9,105,-0.7,3,-5,-21,11,105
c1cc(CCN2CCCC2)ccn1,9,2,80,1.7,-3,-2,-4,-14,69
CCOC(=O)C1=C(N)OC2=C(C(=O)CCC2)[C@]12C(=O)N(CC(N)=O)c1ccccc12,-8,18,93,2.0,-5,-1,-12,-8,93
Cc1ccccc1N1C(=O)NC(=O)/C(=C\c2cc(Br)c(N3CCOCC3)o2)C1=O,-3,8,104,113*,-112,-10,-6,-1,101
CN1CCCCC1c1ccc(-c2cccnc2)nc1 (configuration not stated),0,19,93,0.7,3,-5,0,4,105
CC(C)N1CC=C(c2c[nH]c3ccccc23)CC1,-9,-18,105,3.0,-13,-3,7,2,103
CCN1CCC2(CC1)NC(=O)c1ccccc1O2,0,7,108,1.8,-2,-3,-1,4,102
O=C(Nc1ccncc1)c1cccn(Cc2ccccc2)c1=O,-1,-9,101,-1.6,13,10,-5,5,110
CCCCCn1c(N)c(C(=O)NCCN2CCOCC2)c2nc3ccccc3nc21,27,2,104,0.1,11,-3,-18,5,101
C/C=C(\C)C(=O)N[C@@H](c1ccccc1)[C@@H](O)C(=O)O[C@H]1C[C@@]2(O)[C@@H](OC(=O)c3ccccc3)C3[C@](C)(C(=O)[C@H](O)C(=C1C)C2(C)C)[C@@H](O)C[C@H]1OC[C@@]31OC(C)=O (some centres not stated),7,4,99,6.2,11,-2,-49,1,100
CC(C)n1c(=O)c(C=Nc2cccc([N+](=O)[O-])c2)c(O)n(CCc2ccccc2)c1=O,27,-1,102,8.4,-58,-1,-36,-1,102
COc1ccc(-n2c(/C=C/c3ccc(O)c(OC)c3)nc3ccccc3c2=O)cc1,-16,5,99,-0.4,11,-11,-19,-12,98
CN1CCN(CC#CCOc2ccc(Cl)cc2)CC1,-5,-2,103,-0.6,10,2,12,7,98
CC(C)[C@H]1C(=O)N2CCC[C@H]2[C@]2(O)O[C@](NC(=O)[C@@H]3C=C4c5cccc6[nH]cc(c56)C[C@H]4N(C)C3)(C(C)C)C(=O)N12,24,64,95,21,-39,·,-15,7,87
CC(C)OC(=O)Nc1ccc(N=C(N)N[N+](=O)[O-])cc1,7,17,96,0.6,8,0,-1,-1,100
COc1cc(C)c(CNCCc2c[nH]c3ccccc23)cc1C,-18,17,123,6.8,-18,-11,15,26*,102
Cc1ccc(-c2ccc(=O)n(CCC(=O)N3CCC4(CC3)OCCO4)n2)cc1,10,17,98,-5.0,5,-2,-22,0,102
CC1CN(c2ccc([N+](=O)[O-])c(N3CCCCC3)c2)CCN1 (configuration not stated),-8,2,96,0.8,8,-3,14,-16,90
CC1(C)CC(=O)C(C=NCCN2CCN(C(=O)Cc3ccccc3)CC2)=C(O)C1,20,0,107,-0.5,20,-8,-18,6,105
Nc1ccc(CCN2CCN(c3cccc(C(F)(F)F)c3)CC2)cc1,·,·,116,-0.2,-5,·,·,5,108
Cc1cccc(C)c1NC(=O)c1cccn(Cc2ccc3c(c2)OC(F)(F)O3)c1=O,6,-12,91,0.6,-20,-5,-6,-5,97
C=CCn1c(O)c(/C=N/NC(=O)c2ccncc2)c(=O)[nH]c1=O,6,24,97,0.1,2,5,-6,-20,88
c1ccc2c(CCNC3=NCCC3)c[nH]c2c1,4,1,103,2.6,-14,-5,7,0,98
CCN1CCc2ccccc2C1,4,6,90,1.9,7,-3,-1,7,100
O=C(Cn1c(=O)n(CC2CS2)c2ccccc21)N1CCCCCC1 (configuration not stated),-1,17,93,0.3,2,-3,-12,-6,89
FC(F)(F)c1ccc2c(c1)NP(=S)(N1CCOCC1)c1nccn1-2 (configuration not stated),-3,8,101,-0.2,7,-3,-1,-1,103
Cc1cc(C(=O)O)c(C)n1C1CC1,4,28,101,4.1,-1,-4,-3,3,99

# Limited to DNA FID counter, SUMO HTRF inh and NS3 helicase inh (four entries from above):
structure | DNA FID counter | SUMO HTRF inh | NS3 helicase inh
Cc1cccc(C)c1NC(=O)c1cccn(Cc2ccc3c(c2)OC(F)(F)O3)c1=O | -6 | -12 | 6
Cc1ccc(-c2ccc(=O)n(CCC(=O)N3CCC4(CC3)OCCO4)n2)cc1 | -22 | 17 | 10
CCN1CCc2ccccc2C1 | -1 | 6 | 4
COc1ccc(-n2c(/C=C/c3ccc(O)c(OC)c3)nc3ccccc3c2=O)cc1 | -19 | 5 | -16

# 4 of these compounds, reformatted.
# Value order – NS3 helicase inh, SUMO HTRF inh, MEKK2 WT-MEK5, CRFR2-BP ag, CRFBP-R2 block, GalR3 antagonist, DNA FID counter, MEKK2 mut-MEK5, MEKK3 PB1 HTS
C/C=C(\C)C(=O)N[C@@H](c1ccccc1)[C@@H](O)C(=O)O[C@H]1C[C@@]2(O)[C@@H](OC(=O)c3ccccc3)C3[C@](C)(C(=O)[C@H](O)C(=C1C)C2(C)C)[C@@H](O)C[C@H]1OC[C@@]31OC(C)=O (some centres not stated)
  7, 4, 99, 6.2, 11, -2, -49, 1, 100
CCN1CCc2ccccc2C1
  4, 6, 90, 1.9, 7, -3, -1, 7, 100
CC(C)OC(=O)Nc1ccc(N=C(N)N[N+](=O)[O-])cc1
  7, 17, 96, 0.6, 8, 0, -1, -1, 100
Cc1ccc(-c2ccc(=O)n(CCC(=O)N3CCC4(CC3)OCCO4)n2)cc1
  10, 17, 98, -5.0, 5, -2, -22, 0, 102

# Next entries:
SMILES,NS3 helicase inh,SUMO HTRF inh,MEKK2 WT-MEK5,CRFR2-BP ag,CRFBP-R2 block,GalR3 antagonist,DNA FID counter,MEKK2 mut-MEK5,MEKK3 PB1 HTS
O=c1[nH]c(=O)n(CC2CCCO2)c(O)c1/C=C1\C=Nc2ccccc21 (configuration not stated),23&-1,2&11,96&95,2.7&0.2,-24&-9,8&-3,-6&-13,0&0,99&87
CC(=O)C1C2c3ccccc3OC1(C)N=c1s/c(=C/c3cnn(C)c3)c(=O)n12 (configuration not stated),-1,-8,111,2.0,-14,-5,-22,8,105
CC1CN=C(Nc2ccc(F)c(Cl)c2)S1 (configuration not stated),-5,-9,105,-0.8,-6,-1,4,0,102
O=C(CN1C(=O)CCSc2ccccc21)N1CCC2(CC1)OCCO2,-13,-6,105,1.7,-2,-8,-9,5,103
CCOP(=S)(OCC)Oc1cc(C)oc(=O)c1,13,4,96,-0.4,0,-1,0,-3,100
CN1C(=O)C(C2c3ccccc3C(=O)N2Cc2ccccc2)C(=O)N(C)C1=O (configuration not stated),2,-14,98,2.0,7,4,-6,-2,99
CCCCC(=O)N/N=C/c1c(O)n(CCc2ccccc2)c(=O)[nH]c1=O,16,-26,98,0.9,22,2,-36,6,102
Cc1cccc(CN2CCCC(C(=O)c3ccc(C(F)(F)F)cc3)C2)n1 (configuration not stated),-9,-7,97,0.9,4,-5,4,-1,100
Cc1c(C)c2cc(Cl)c(OCC(=O)N3C[C@H]4C[C@@H](C3)c3cccc(=O)n3C4)cc2oc1=O,3,9,105,-2.2,12,-1,-20,3,102
Cc1cc(C)c(Cn2c(C(=O)O)c(C=O)c3ccccc32)c(C)c1,28,-1,99,9.8,-4,-3,-30,-11,99
CCCCn1c(O)c(/C=C2/C=CC=N2)c(=O)[nH]c1=O,2,-1,100,0.8,-2,-5,-4,0,98
O=[N+]([O-])c1cccc2c([As](=O)(O)O)cccc12,17,11,98,-0.4,2,-7,1,14,115
C(#CCN1CCOCC1)COCC#Cc1ccccc1,-12,11,104,0.7,-6,-5,0,3,101
C=CP(=O)(O)c1ccccc1,7,5,106,0.5,16,-1,-3,5,106
O=[N+]([O-])c1ccc(N2CCCNCC2)c2ncccc12,-5,10,101,-1.9,-9,-11,20,-2,100
O=C1C2CCCN2C(c2ccc(Cl)c(Cl)c2)N1c1ccccn1 (configuration not stated),4,-2,112,-1.3,5,-2,-2,5,110
Fc1ccc(CNC2CN3CCC2CC3)cc1 (configuration not stated),4,4,105,-0.6,15,-4,3,6,105
CC(C)N1CCN(Cc2cc3c(cc2Cl)OCO3)CC1CCO (configuration not stated),4,5,99,-1.0,-4,-9,-2,-3,97

# Reprinted at random: 4 records from the list
SMILES,NS3 helicase inh,SUMO HTRF inh,MEKK2 WT-MEK5,CRFR2-BP ag,CRFBP-R2 block,GalR3 antagonist,DNA FID counter,MEKK2 mut-MEK5,MEKK3 PB1 HTS
CCN1CCc2ccccc2C1,4,6,90,1.9,7,-3,-1,7,100
NCC(CC(=O)O)C1CCCCC1 (configuration not stated),1,2,98,6.5,-16,·,0,3,100
O=C1C2CCCN2C(c2ccc(Cl)c(Cl)c2)N1c1ccccn1 (configuration not stated),4,-2,112,-1.3,5,-2,-2,5,110
COc1cc(C)c(CNCCc2c[nH]c3ccccc23)cc1C,-18,17,123,6.8,-18,-11,15,26*,102
